CAL PDZ FP-1: blocks peptide binding to human CAL PDZ domain; Q9HD26; purified CAL PDZ, TMR-peptide fluorescence polarization, 1 h; inhibition, % at 20 µM; 330,000 tested, 0.02% active; AID 504414;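 active = highest replicate inhibition of at least 40%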;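 note: plate controls were DMSO neutral control wells for no effect and unlabeled competitor peptide control wells for full effect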
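Material: tagged CAL PDZ domain; buffer or medium: 25 mM sodium phosphate pH 7.4, 150 mM NaCl, TCEP, IgG, Thesit; compound dosing: single point, 20 µM; schedule: 1 h incubation at room temperature before polarization reading; measured by: FP readout, S and P plane fluorescence; read-out basis: percent inhibition from loss of millipolarization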
LANA DNA inh: inhibitors of KSHV LANA C-terminal domain DNA binding | 340,000 tested, 0.078% active | MBP-C-LANA/FAM-LBS DNA binding, fluorescence polarization | inhibition, % at 9 µM;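 active = highest replicate inhibition at or above 60% at 9 µM, even if other replicates fall short; inactive = all replicates below 60% inhibition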;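 note: 0% = neutral control wells and 100% = 4 µM acridine orange control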
CAL PDZ FP-2: CAL PDZ (human) peptide binding inhibition | inhibition, % at 24.9 µM | purified CAL PDZ, TMR-peptide fluorescence polarization, 1 h | AID 602252 | 300,000 tested, 0.92% active;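 active = mean inhibition of at least 30% with at least half of replicates also reaching 30%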;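 note: 0% = DMSO neutral control and 100% = excess unlabeled competitor peptide PRC23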
Arr AP2 block: human beta-arrestin and AP2 interaction inhibition; inhibition, % at 10 µM; FITC-arrestin peptide / GST-AP2 beads, flow cytometry; AP2 beta2 appendage carries R879A mutation; AID 504490; 340,000 tested, 0.31% active;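 active = inhibition above a set limit, near 3 SD of compounds lacking own fluorescence, cut at about 54% in these data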;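 note: plate controls were DMSO wells for no effect and 5 µM unlabelled arrestin peptide for full effect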
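system = GST-tagged AP2 beta2-adaptin appendage (R879A) on 4 µm glutathione beads | reagent = FITC-labelled arrestin peptide probe, 50 nM final | schedule = compound with beads 12 min RT, then probe 1 h RT | signal = HyperCyt-sampled flow cytometry, FL1 channel, ex 488/em 535 nm | read-out = percent response from loss of bead-bound FITC fluorescence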
Keap1 Nrf2 FP: Keap1-Nrf2 (human) interaction inhibition; Q14145; Keap1 Kelch-Nrf2 peptide fluorescence polarization, 1536-well; inhibition, % at 9.4 µM; 340,000 tested, 0.15% active; AID 504523; in the data active = inhibition above about 12%;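 note: human Keap1 Kelch domain with fluorescein labeled Nrf2 9mer peptide probe; 0% = neutral control wells and 100% = peptide positive control; higher means more block of Keap1 binding to Nrf2 peptide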
NSD2 inh: NSD2 (human) methyltransferase inhibition | O96028 | NSD2 peptide methylation, AlphaScreen, 120 min | inhibition, % at 12.5 µM | 310,000 tested, 0.54% active | AID 743445; in the data active = inhibition above about 50%
Cardiac RTF inh: cardiac RTF calcium desensitization | inhibition, % at 7.15 µM | 340,000 tested, 0.12% active | P19429+P45379 | IANBD-labeled cardiac RTF, Ca2+ fluorescence | AID 493244;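 active = inhibition above the mean inhibition of all tested compounds plus 3 SD, cut at about 17% in these data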;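 note: assay run at fixed EC70 calcium of 1.6 mM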
V-ATPase pH: alters yeast V-ATPase proton transport | S. cerevisiae, pHLuorin cytosolic pH fluorescence | response, % at 10 µM | 350,000 tested, 0.37% active; in the data active = response mostly above about 7.3%, no sharp cut-off; inactive = mostly below about 5.4%; note: actives read high; inactives centre near 0; some compounds called inactive have numbers as strong as hits; reference of the scale not given here
DSG3 Ab inh: blocks pemphigus antibody binding to human desmoglein-3; 310,000 tested, 0.48% active; AID 588358; DSG3-coupled beads, scFv-anti-DSG3-GFP binding, flow cytometry; active compounds read low; P32926; binding (percent of control), % at 10 µM;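 active = binding more than 3 SD below its plate's average and above zero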;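 note: hits lower antibody fragment binding to DSG3; some compounds called inactive have numbers as strong as hits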
DAGLB inh: diacylglycerol lipase beta (human) inhibition. inhibition, % at 5.17 µM. Q8NCG7. 340,000 tested, 0.059% active. AID 504411. HEK293T DAGLB membrane lysate, EnzChek fluorogenic substrate; in the data active = inhibition above about 34%;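 note: 0% = enzyme with vehicle and 100% = wells lacking enzyme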
Target sequence (Q8NCG7 whole entry, looked up): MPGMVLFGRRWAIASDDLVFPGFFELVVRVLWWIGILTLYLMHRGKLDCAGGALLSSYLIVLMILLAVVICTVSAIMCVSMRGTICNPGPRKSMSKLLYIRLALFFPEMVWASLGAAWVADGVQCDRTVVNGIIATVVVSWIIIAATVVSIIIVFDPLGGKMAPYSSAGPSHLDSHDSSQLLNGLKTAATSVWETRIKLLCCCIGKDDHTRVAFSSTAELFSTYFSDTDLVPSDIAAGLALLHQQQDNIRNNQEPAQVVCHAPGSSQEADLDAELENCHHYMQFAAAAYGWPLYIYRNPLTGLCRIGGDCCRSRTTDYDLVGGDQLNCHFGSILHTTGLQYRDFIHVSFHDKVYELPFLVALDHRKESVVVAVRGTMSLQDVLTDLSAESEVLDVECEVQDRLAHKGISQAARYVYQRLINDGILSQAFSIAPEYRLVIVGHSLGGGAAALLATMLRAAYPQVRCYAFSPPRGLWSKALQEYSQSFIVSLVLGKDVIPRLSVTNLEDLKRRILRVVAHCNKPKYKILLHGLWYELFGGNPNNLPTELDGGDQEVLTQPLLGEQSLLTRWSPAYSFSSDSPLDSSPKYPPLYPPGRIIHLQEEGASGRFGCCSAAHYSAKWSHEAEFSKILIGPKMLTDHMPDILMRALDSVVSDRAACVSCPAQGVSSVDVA
Active calls of the source: *; / = not tested or not shown. This is a subset, so the mix of outcomes need not match the whole.

SMILES	CAL PDZ FP-1	LANA DNA inh	CAL PDZ FP-2	Arr AP2 block	Keap1 Nrf2 FP	NSD2 inh	Cardiac RTF inh	V-ATPase pH	DSG3 Ab inh	DAGLB inh
CC(CNC1CCCCC1)OC(=O)c1ccccc1 (centres undefined)	0.2	1.6	-3	2	-5	/	6	0	120	0
COc1cc(C(Nc2ccc(S(=O)(=O)N3CCC(C)CC3)cc2)C(=O)NCC2CCCO2)cc(OC)c1OC (centres undefined)	-1.2	-0.8	-2	-2	3	0	-4	4	95	-2
CCOc1ccc(C2C(C#N)=C(N)Oc3cc(C)n(CCN(C)C)c(=O)c32)cc1OCC (centres undefined)	-0.6	7.3	/	28	3	2	-5	-1	103	-1
NC(=O)CC(NC(=O)Cc1cccc2ccccc12)c1ccc(NC2CCC2)c([N+](=O)[O-])c1 (centres undefined)	0.4	0.7	0	4	-3	/	-8	4	103	14
COc1ccc(C2=Cc3ccc(OC(C)=O)cc3OC2)cc1	-0.7	-1.3	-3	-2	-3	/	-15	2	95	-3
CC(C)=CCN1CCN(Cc2cccc3nccnc23)CC1CCO (centres undefined)	0.8	1.1	3	3	-7	5	-12	2	107	2
CCC(CC)NC(=O)CSc1ccc(S(=O)(=O)N2CCOCC2)cn1	0.1	-0.7	-4	21	1	1	-6	-2	87	-2
CC1CC(C)CN(C(=O)COC(=O)c2nn(C)c(=O)c3ccccc23)C1 (centres undefined)	-2.6	-1.2	-1	27	-2	-2	-3	-2	100	-1
O=C(OCC(=O)N1CCN(C(=O)COC(=O)c2ccccc2NCCO)CC1)c1ccccc1NCCO	0.6	-0.1	2	-2	-2	-1	-2	0	103	2
Cc1nn(C)cc1C(C(=O)NC1CCCCC1)N(Cc1ccccc1Cl)C(=O)c1cnccn1 (centres undefined)	-1.6	0.6	2	-7	-2	0	-9	4	96	-1
O=C1CCCN2N=C(SCC(=O)Nc3ccc(Br)cc3)SC2=N1	-0.9	0.5	-3	1	-4	-3	-5	-1	108	-3
Cc1ccc(C(c2nnnn2C2CCCCC2)N2CCc3ccccc32)cc1 (centres undefined)	-1.3	2.4	74*	-10	0	0	5	-2	/	-11
COc1ccc(/C(C)=N/Nc2nc3ccccc3nc2C)cc1	0.4	-2.0	-4	-17	-4	4	-3	-2	/	-2
Nc1c(C(=O)CSc2nnnn2-c2ccc(O)cc2)c(=O)[nH]c(=O)n1C1CC1	-2.9	1.3	-5	-1	-7	-2	-5	-4	92	2
COCCn1c(COc2ccc(OC)cc2)nc2ccccc21	0.7	1.1	/	21	0	-2	3	-4	113	-5
CC1CCN(CC(=O)Nc2ccc(Cl)cc2[N+](=O)[O-])CC1	-1.7	0.6	-3	3	-2	3	-6	4	126	-8
Nc1c(N(CCC2=CCCCC2)C(=O)C2CC2)c(=O)[nH]c(=O)n1Cc1ccccc1	-2.1	0.1	14	27	-4	0	-9	2	99	-1
Cc1cccc2sc(N(CCCN(C)C)C(=O)c3ccco3)nc12	-3.1	-1.3	6	-6	-1	11	-4	-2	97	1
O=C(NCc1ccccc1)NC1(C(=O)N2CCCC2)CCCCC1	-1.4	-0.2	0	-4	-4	7	-3	-2	67	1
Cc1ccc(C)c(S(=O)(=O)NCC(=O)OCC(=O)Nc2sccc2C(N)=O)c1	-1.8	1.9	-2	36	2	-5	-6	-7	96	2

Two entries from above, with two lines to a compound:
The line under a structure holds: CAL PDZ FP-1, LANA DNA inh, CAL PDZ FP-2, Arr AP2 block, Keap1 Nrf2 FP, NSD2 inh, Cardiac RTF inh, V-ATPase pH, DSG3 Ab inh, DAGLB inh
Nc1c(N(CCC2=CCCCC2)C(=O)C2CC2)c(=O)[nH]c(=O)n1Cc1ccccc1
  -2.1, 0.1, 14, 27, -4, 0, -9, 2, 99, -1
CC1CCN(CC(=O)Nc2ccc(Cl)cc2[N+](=O)[O-])CC1
  -1.7, 0.6, -3, 3, -2, 3, -6, 4, 126, -8

(more compounds)
SMILES	CAL PDZ FP-1	LANA DNA inh	CAL PDZ FP-2	Arr AP2 block	Keap1 Nrf2 FP	NSD2 inh	Cardiac RTF inh	V-ATPase pH	DSG3 Ab inh	DAGLB inh
COc1ccccc1C(=O)NCCn1cc(SCC(=O)Nc2nnc(C)s2)c2ccccc21	/	0.5	-3	-5	-5	-1	-2	1	107	0
OC(COc1ccc(Br)cc1)CN1CCC(Cc2ccccc2)CC1 (centres undefined)	-1.6	0.0	0	7	-8	1	0	-1	80	-3
Cc1noc(NS(=O)(=O)c2ccc(NC(=O)CCn3c(=O)oc4ccccc43)cc2)c1C	-1.6	-0.3	-4	22	-4	/	-2	-2	103	2
Cc1ccc2[nH]c(=O)c(C(c3nnnn3C(C)(C)C)N(Cc3ccco3)CC3CCCO3)cc2c1 (centres undefined)	-0.1	-0.7	-6	-9	-3	/	-10	-3	100	2
O=C(CNC(=O)C1CCCCC1)Nc1ccc(F)c(Cl)c1	-0.8	-2.2	-5	-62	-3	-2	10	1	112	1
COc1ccc(Cl)cc1NC(=O)c1cc(-c2ccccc2)on1	0.1	0.5	/	13	-1	25	-13	0	109	-3
COc1cc(C(=O)NCCCN(C)C)ccc1OCC(=O)Nc1cccc(C(F)(F)F)c1	-2.3	0.4	-3	36	-2	-4	/	1	/	/
CC(C)Cn1c(CCC(N)=O)nnc1SC(C)C(=O)Nc1ccc2c(c1)OCO2 (centres undefined)	0.2	-0.8	/	3	-2	-1	7	1	104	2
COCCCNC(=O)C(=O)Nc1cc2c3c(c1)CCN3C(=O)CC2	-2.5	-0.1	-2	-5	3	2	-2	0	97	-1
Cc1ccc(-c2nc(N)c3c(-c4ccc(C)cc4)nn(C(C)(C)C)c3n2)cc1	-0.6	-1.3	-1	-19	-2	-2	-11	/	98	1
C=CCN1C(=O)CSc2ccc(C(=O)NC3CCCCC3)cc21	-3.0	-0.3	-4	-21	4	-5	9	2	112	-1
COc1ccc(-c2nc3cc([N+](=O)[O-])ccc3o2)cc1	-1.9	0.9	-1	1	4	-2	-5	0	101	-4
COc1ccc(N2CC(C(=O)Nc3ccc(S(=O)(=O)N4CCCC4)cc3)CC2=O)cc1 (centres undefined)	-3.3	-3.1	-4	33	3	4	-3	2	31*	-4
Cc1cccc2sc(N(CCCN(C)C)C(=O)c3ccc(Cl)s3)nc12	-2.2	0.4	5	-4	-4	/	-2	11*	101	-2
Cc1ccc(CNS(=O)(=O)c2cc3c(cc2C)NC(=O)CO3)cc1	-0.5	0.7	/	5	-1	/	0	1	83	0
Cc1cc(=O)oc2cc(OCCSc3nnc(-c4ccccc4)o3)ccc12	-0.6	-0.5	-2	3	-1	-4	-5	-3	108	-2
O=[N+]([O-])c1ccccc1OCCCNCc1ccccc1	-1.2	0.9	-5	-8	-2	1	-1	3	103	-2
CC1=CC(=C(C#N)C#N)C=C(C)N1Cc1ccccc1	-0.9	0.1	0	-28	-1	-1	-3	-1	98	0
Cc1cc(C)c(S(=O)(=O)c2ccccc2C)c(Cl)n1	/	-1.2	0	3	-4	3	0	7	97	-2
COC(=O)c1ccc(OCC(=O)NC2CCCCCC2)cc1	-2.2	0.9	-4	-5	3	-1	-10	-2	104	0
CCCNC(=O)c1ccc(N2CCC3(CC2)CC(c2cccc(Br)c2)=NO3)c(NC(=O)c2ccccc2)c1	-0.3	-0.6	1	-3	-3	/	-48	1	104	2
CC(C)OCC1CO1 (centres undefined)	-0.8	1.7	-3	/	1	/	-8	1	103	1
CCC(=O)N1CCN(c2cc(C)ccc2C)CC1	-0.6	-0.6	5	19	3	40	4	0	92	0
COc1ccc(/C(C)=N/NC(=O)c2cccc(S(=O)(=O)N3CCCC3)c2)c(O)c1	-3.9	1.3	5	1	0	-3	0	-1	97	6

Molecules from the list above with a halogen:
SMILES	CAL PDZ FP-1	LANA DNA inh	CAL PDZ FP-2	Arr AP2 block	Keap1 Nrf2 FP	NSD2 inh	Cardiac RTF inh	V-ATPase pH	DSG3 Ab inh	DAGLB inh
Cc1nn(C)cc1C(C(=O)NC1CCCCC1)N(Cc1ccccc1Cl)C(=O)c1cnccn1 (centres undefined)	-1.6	0.6	2	-7	-2	0	-9	4	96	-1
O=C1CCCN2N=C(SCC(=O)Nc3ccc(Br)cc3)SC2=N1	-0.9	0.5	-3	1	-4	-3	-5	-1	108	-3
CC1CCN(CC(=O)Nc2ccc(Cl)cc2[N+](=O)[O-])CC1	-1.7	0.6	-3	3	-2	3	-6	4	126	-8
OC(COc1ccc(Br)cc1)CN1CCC(Cc2ccccc2)CC1 (centres undefined)	-1.6	0.0	0	7	-8	1	0	-1	80	-3
O=C(CNC(=O)C1CCCCC1)Nc1ccc(F)c(Cl)c1	-0.8	-2.2	-5	-62	-3	-2	10	1	112	1
COc1ccc(Cl)cc1NC(=O)c1cc(-c2ccccc2)on1	0.1	0.5	/	13	-1	25	-13	0	109	-3
COc1cc(C(=O)NCCCN(C)C)ccc1OCC(=O)Nc1cccc(C(F)(F)F)c1	-2.3	0.4	-3	36	-2	-4	/	1	/	/
Cc1cccc2sc(N(CCCN(C)C)C(=O)c3ccc(Cl)s3)nc12	-2.2	0.4	5	-4	-4	/	-2	11*	101	-2
Cc1cc(C)c(S(=O)(=O)c2ccccc2C)c(Cl)n1	/	-1.2	0	3	-4	3	0	7	97	-2
CCCNC(=O)c1ccc(N2CCC3(CC2)CC(c2cccc(Br)c2)=NO3)c(NC(=O)c2ccccc2)c1	-0.3	-0.6	1	-3	-3	/	-48	1	104	2

From PubChem BioAssay
